# JMJD2E inh – blocks human JMJD2E demethylase activity; AID 2147; Potency, µM (titrated, usually from 57.1 µM), inactives show at the top dose activity change, negative = inhibition, most hits filed as inhibitors; actives 1.6% (n = 230,000); JMJD2E catalytic domain, FDH-coupled NADH fluorescence (FDH is formaldehyde dehydrogenase); active = well fitted inhibition curve with a large enough effect, not every such curve was filed as active; inconclusive = small, poorly fitted or top-dose-only effect, or another doubt; inactive = no such curve, though single readings can be large or run the other way;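 note: 0% = wells with enzyme and -100% = buffer wells without enzyme; nearly all actives have a fitted effect of over 50% in size; many of its hits are not listed in these tables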
# Tau fibril FP – blocks human tau fibril formation measured by polarization; P10636; K18 P301L tau heparin fibrillization, Alexa594 FP, 6 h; Potency, µM (top dose mostly 57.7 µM), for the others: top-dose activity, negative = inhibition, actives largely listed as inhibitors; actives 0.39% (n = 280,000); AID 1468; note: nearly all actives have a fitted effect of over 55% in size
# Target sequence (P10636 561-689 P618L limits assumed): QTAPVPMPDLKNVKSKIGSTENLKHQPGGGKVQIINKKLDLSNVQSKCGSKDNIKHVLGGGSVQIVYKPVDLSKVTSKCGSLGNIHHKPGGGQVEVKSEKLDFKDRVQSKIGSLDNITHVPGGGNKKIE
#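 Steps: dispense K18 P301L tau (15 uM plus 0.24 uM Alexa 594 tracer, final) in pH 7 sodium acetate; add compound; add heparin (20 uM final); incubate 6 hr, 37 C; add ThT (30 uM final); after 1 hr ambient, read FP.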
# Tau fibril ThT – tau fibrillization inhibition (ThT binding) | P10636 | recombinant tau K18 P301L (four-repeat tau fragment), heparin-induced fibrillization, ThT fluorescence | Potency, µM (doses to about 57.4 µM), without a hit: at the highest dose activity, negative = inhibition, most hits filed as inhibitors | actives 2.1% (n = 270,000) | AID 1460; note: nearly all actives have a fitted effect of over 55% in size
#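 In this qHTS, human K18 P301L tau is incubated with compound and heparin for 6 hr at 37 C, and Thioflavin T fluorescence then reports fibril load.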
# RECQ1 inh – RECQ1 (human) helicase inhibition | RECQ1 DNA unwinding, red fluorescence kinetic read | AID 2549 | actives 0.54% (n = 240,000) | Potency, µM (top dose mostly 57.3 µM), for inactives: at the highest dose activity, negative = inhibition, usual class: inhibitors | P46063;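 note: plate controls were vehicle for no effect and no enzyme for full effect; nearly all actives have a fitted effect of over 30% in size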
#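 RECQ1T1 50 nM; forked duplex (20 bp + 30-nt ss tails) 200 nM, ATP 2 mM final; pH 8.0, 2 mM MgCl2, 2.5 ug/ml poly(dI-dC); 15 min compound preincubation; discontinuous kinetic read over 2 h at RT.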
# L3MBTL1 inh – blocks human L3MBTL1; AlphaScreen L3MBTL1–H3K9me1 peptide binding; Potency, µM (top dose mostly 57.1 µM), for the others: at the highest dose activity, negative = inhibition, most hits filed as inhibitors; actives 0.66% (n = 230,000); AID 485360; note: nearly all actives have a fitted effect of over 60% in size
#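 AlphaScreen proximity signal between nickel-chelate acceptor and streptavidin donor beads (final 10 ug/mL) reports binding of 50 nM L3MBTL1 to 75 nM biotin-H3 K9me1 peptide; complex incubated with compounds 30 min at room temperature; cefsulodin titration as control.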
# TexasRed fluor – alters Texas Red total fluorescence, flagging assay interference; TRb/SRC2 Texas Red total fluorescence interference; Potency, µM (top dose mostly 106 µM), for the others: at the top dose fluorescence change, negative = quenching; actives 0.29% (n = 280,000); active = well fitted curve in either direction with a large enough effect; inconclusive = small, poorly fitted or top-dose-only effect
#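 Human TRb ligand-binding domain at 0.6 uM with 20 nM Texas Red SRC2 peptide in Tris buffer containing 1 uM T3 and 5% DMSO, incubated with compound 5 h at ambient temperature. Total fluorescence (555/632 nm) calculated as parallel + 2 × perpendicular.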
# GoLoco inh red – blocks human Gai1 binding to RGS12 GoLoco peptide, red readout. AID 880. actives 0.44% (n = 230,000). Gai1:RGS12 GoLoco peptide FP, rhodamine, 10 min. Potency, µM (top dose mostly 61.6 µM), without a hit: at the highest dose activity, negative = inhibition, hits mostly inhibitors; active = well fitted inhibition curve with a large enough effect, not every such curve was filed as active; inactive = no such curve, though single readings can be large or run the other way; note: nearly all actives have a fitted effect of over 30% in size; many of its hits are not listed in these tables
# Target sequence (P63096 whole entry, looked up): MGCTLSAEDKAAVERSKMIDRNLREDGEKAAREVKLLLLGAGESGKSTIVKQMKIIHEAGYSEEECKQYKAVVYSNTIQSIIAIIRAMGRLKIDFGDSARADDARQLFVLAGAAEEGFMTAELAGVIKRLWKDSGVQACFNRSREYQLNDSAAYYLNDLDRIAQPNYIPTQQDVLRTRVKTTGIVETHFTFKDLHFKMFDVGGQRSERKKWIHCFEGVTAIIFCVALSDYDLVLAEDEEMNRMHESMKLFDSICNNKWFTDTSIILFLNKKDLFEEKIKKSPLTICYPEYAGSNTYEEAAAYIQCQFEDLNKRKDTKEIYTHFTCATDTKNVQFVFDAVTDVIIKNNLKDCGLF
# TRb SRC2 PPI – TRbeta-SRC2 interaction inhibition. P10828. TRbeta-SRC2 peptide binding, fluorescence polarization; receptor liganded with 1 µM T3. Potency, µM (highest dose often 106 µM), inactives show top-dose activity change, negative = inhibition, usual class: inhibitors. actives 0.065% (n = 280,000). AID 1469;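 note: plate controls were bound peptide for no effect and peptide without receptor for full effect; nearly all actives have a fitted effect of over 50% in size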
# Target sequence (P10828 whole entry, looked up): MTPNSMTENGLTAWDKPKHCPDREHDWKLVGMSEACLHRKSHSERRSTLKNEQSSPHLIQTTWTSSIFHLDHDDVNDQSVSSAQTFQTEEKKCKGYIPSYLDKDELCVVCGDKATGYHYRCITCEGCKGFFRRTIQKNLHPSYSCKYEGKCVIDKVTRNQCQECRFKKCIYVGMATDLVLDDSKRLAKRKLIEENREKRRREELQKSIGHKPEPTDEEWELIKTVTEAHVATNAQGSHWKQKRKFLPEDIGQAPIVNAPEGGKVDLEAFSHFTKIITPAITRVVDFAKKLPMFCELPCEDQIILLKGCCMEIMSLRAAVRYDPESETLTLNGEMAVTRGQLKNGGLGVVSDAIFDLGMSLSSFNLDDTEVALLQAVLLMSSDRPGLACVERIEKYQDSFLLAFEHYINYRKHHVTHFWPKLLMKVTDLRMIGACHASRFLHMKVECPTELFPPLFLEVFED
#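 Human TRb ligand-binding domain (0.6 uM) is mixed with 20 nM Texas Red SRC2 peptide and 1 uM T3; after compound addition and 5 hr at ambient temperature, polarization is measured and normalized to unbound and bound controls.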
# Numbers without * were called inactive; i = inactive; u = inconclusive; x = no result given; & = joins results of further samples; [ ] = dose if it differs, or a comment. Unless noted, calls come from the whole dose curve; as a rule, active = well fitted curve in the direction sought with a large enough effect; inconclusive = small, poorly fitted or top-dose-only effect, or another doubt; inactive = no such curve, though single readings can be large; an effect the other way counts as inactive or inconclusive. Unless noted, % is set by controls: 0 for no effect and ±100 for the full control effect; potency is the fitted concentration of half-maximal effect. These rows are one share of the data. The share of hits here may be higher or lower than overall.
# The line under a structure holds: JMJD2E inh	Tau fibril FP	Tau fibril ThT	RECQ1 inh	L3MBTL1 inh	TexasRed fluor	GoLoco inh red	TRb SRC2 PPI
> CC1(C)CC(=O)CC(=NCC(=O)O)C1
  -1%	-8%	-5%	-4%	x	-1%	10%	5%
> Cc1cc(C(=O)N2CCCc3ccccc32)no1
  -1%	-8%	2%	i	-4%	-1%	4%	-7%
> CCNC(=S)N/N=C/c1cc(C)n(-c2ccc(Cl)cc2)c1C
  -6%	6%	-15%	-13%	-1%	-2%	2%	-13%
> Cc1ccc(C)c(N2CCN(C(=O)CCNS(=O)(=O)c3ccc4c(c3)CCN4C(=O)C3CC3)CC2)c1
  x	12%	u	x	x	-6%	x	1%
> CCc1ccccc1NC(=S)N(CCCN1CCN(C)CC1)Cc1cccs1
  -3%	10%	3%	i	x	-1%	12%	-8%
> COc1ccccc1N1CCN(C(=O)CSc2ncccc2-c2nc3ccccc3[nH]2)CC1
  u	-1%	u	0%	x	-3%	65%[activator]	6%
> COc1ccc(Cn2nnnc2C(c2ccc(N(C)C)cc2)N2CCC(C)CC2)cc1 (stereo unspecified)
  u	-3%	u	-17%	-11%	0%	6%	-10%
> CC(C)c1cc(=O)oc2c3c4c(cc12)CCCN4CCC3
  u	u	u	5%	50%[activator]	12%	90%[activator]	5%
> CC(NC(=O)c1cccc(C(F)(F)F)c1)C1CCCO1 (stereo unspecified)
  6%	4%	-9%	-1%	16%	1%	2%	-1%
> CC(C)Oc1ccc(C2CC(=O)N(c3ccc(N(C)C)cc3)C2=O)cc1 (stereo unspecified)
  -1%	6%	-8%	3%	20%	1%	-3%	3%
> CC(C)c1onc(C(=O)N2CCCCC2C)c1[N+](=O)[O-] (stereo unspecified)
  1%	0%	0%	-5%	4%	0%	-18%	4%
> O=C(Cc1ccc(Br)cc1)N1CCN(c2ccc(F)cc2)CC1
  -3%	-5%	u	-5%	x	-1%	4%	2%
> O=C(COc1ccc([N+](=O)[O-])cc1)N1CCN(c2nnc(-c3ccccc3)c3ccccc23)CC1
  -5%	11%	u	8%	x	-4%	5%	-9%
> Brc1ccccc1-c1cnco1
  2%	-3%	-2%	i	5%	1%	0%	-3%
> O=C(O)c1[nH]c2ccccc2c1CC(=O)N1CCOCC1
  -15%	-5%	-10%	-16%	2%	2%	0%	2%
> Cc1ccn2c(C(=O)N/N=C/c3ccc(CNC(=O)C(=O)Nc4ccc(C)c(C)c4)o3)c(C)nc2c1
  -8%	6%	u	i	5%	1%	14%	-6%
> O=C(COC(=O)c1ccc(OC(F)F)cc1)NCCCN1CCCC1=O
  1%	1%	-8%	i	0%	-2%	3%	7%
> Cc1ccc(S(=O)(=O)NCCNc2ccccc2[N+](=O)[O-])cc1
  1%	0%	u	i	-23%	-6%	-14%	0%
> CC(C)NC(=O)CN1CCN(c2ncccn2)CC1
  u	-3%	-1%	21%	-7%	0%	-19%	-20%
> O=C(c1cccc(Cl)c1)n1nc(-c2cccnc2)nc1NCc1ccccc1
  x	-7%	u	x	x	u	x	2%
> CCCCn1c(SCC(=O)Nc2cc(C)on2)nc2ccccc2c1=O
  12%	3%	-14%	-6%	5%	-3%	2%	-7%
> O=C(CSc1ccc(-c2ccncc2)nn1)c1ccccc1
  0%	-10%	-10%	-9%	x	1%	2%	1%
> COc1ccc(C2(CNC(=O)c3ccc(OC)c([N+](=O)[O-])c3)CCCCC2)cc1OC
  1%	0%	-3%	-2%	-12%	-1%	-3%	-5%
> OCCOCCn1c(-c2ccccc2)nc(=S)c2c1CCCC2
  -11%	-3%	-7%	-7%	x	1%	-11%	-15%
> Cc1ccc(NC(=O)c2cccc(N3CCCS3(=O)=O)c2)cc1
  x	-8%	-5%	x	x	1%	x	-6%
> CCC(C)C(NC(=O)OC(C)(C)C)C(=O)NC(C(=O)NC(C)C(N)=O)C(C)C (stereo unspecified)
  -4%	10%	-7%	-13%	6%	-2%	-1%	-2%
> N#Cc1ccccc1OCC(=O)Nc1c(C(=O)C2CC2)oc2ccccc12
  u	1%	1%	-2%	6%	0%	4%	-5%
> COc1ccc(NC(=O)COC(=O)/C=C/c2ccccc2[N+](=O)[O-])cc1
  9%	-6%	-13%	-3%	2%	-1%	7%	-1%
> COc1ccc(N2C(=O)CC(NC34CC5CC(CC(C5)C3)C4)C2=O)c(OC)c1 (stereo unspecified)
  -7%	-1%	-15%	i	10%[11.4 µM]	1%	-1%	1%
> Cc1cc(Cl)c(S(=O)(=O)N2CCN(c3ccc(F)cc3)CC2)cc1OCC(=O)NC1CCCCC1
  -3%	-1%	-18%	-7%	x	2%	-4%	-5%
> C=CCn1c(-c2ccc(OC)c(OC)c2)cs/c1=N\c1ccccn1
  u	1%	u	-4%	-13%	1%	-14%	8%
> Oc1ccccc1-c1nc(/C=C/c2ccc(F)cc2)nn1-c1ccccc1
  x	u	-17%	x	x	-4%	x	-4%
> COc1cc(CC(=O)OCC(=O)Nc2ccc3c(c2)OCCO3)cc(OC)c1OC
  0%	7%	-7%	-4%	0%	0%	-9%	0%
> COCCCNCCCCOc1ccc(C)cc1[N+](=O)[O-]
  1%	5%	0%	-1%	6%	0%	1%	-4%
> COCCNC(=S)N/N=C/c1ccccc1C(=O)O
  1%	7%	-3%	-4%	x	-3%	1%	-6%
> O=C(/C=C/c1ccccc1[N+](=O)[O-])NCC1CCCO1 (stereo unspecified)
  -9%	11%	5%	-15%	1%	-2%	0%	1%
> O=C1CCC(C(=O)NCc2cccnc2)N1 (stereo unspecified)
  -3%	2%	-6%	-2%	-4%	-2%	-1%	-6%
> O=C1CN(C(=O)c2cc3ccccc3o2)c2ccccc2N1
  -9%	8%	-18%	-2%	u	0%	20%	15%
> CCOC(=O)N1CCN(C(=O)Nc2ccccc2)CC1
  -6%	u	-10%	-4%	13%	-2%	-20%	-1%
> CCOC(=O)C1CCN(C2CC(=O)N(c3cccc(Cl)c3)C2=O)CC1 (stereo unspecified)
  7%	-3%	-4%	i	x	3%	-1%	1%
> O=C1c2oc3ccccc3c(=O)c2C(c2cccc(O)c2)N1c1nncs1 (stereo unspecified)
  x	4%	-6%	x	x	2%	x	-9%
> N#Cc1cnn(-c2ccccc2)c1N
  -5%	-4%	-2%	-4%	2%	0%	-10%	-6%
> O=S(=O)(CCN1C=CC(C(F)(F)F)=NCC1)c1ccc(F)cc1
  4%	1%	-9%	i	2%	0%	-8%	-7%
> CCOCCCNC(=S)Nc1ccc2nc(N3CCCC3)cc(C)c2c1
  8%	-2%	10%	-7%	-13%	-1%	-3%	-2%
> Cc1sc(N2C(=O)C3C(C2=O)[C@H]2C=C[C@@H]3C2)c(C#N)c1C (stereo partly specified)
  0%	-5%	-17%	-8%	9%	0%	3%	2%
> O=[N+]([O-])c1ccc(N/N=C/c2c[nH]c3ccccc23)cc1
  4%	u	3.2µM*	-13%	-13%	-5%	88%[activator]	-1%
> CCNC(=O)c1ccc2nc(CCc3ccccc3)oc2c1
  x	-13%	u	x	x	1%	x	4%
> CCOC(=O)c1csc(NC(=O)c2ccc(OCC)cc2)n1
  -10%	-11%	u	i	-1%	-6%	10%	-1%
> COCCN(C(=O)COc1ccccc1)c1nnc(-c2cccnc2)s1
  -2%	-7%	-1%	-1%	1%	-2%	2%	-4%
> CCCCCCCCNC(C)C(O)c1ccc(SC(C)C)cc1 (stereo unspecified)
  9%&5%	9%&5%	-10%&-18%	-13%&-12%	7%	1%&0%	5%&2%	-2%&4%

# Filtered by structure, the entries above with a cyano group
# The line under a structure holds: JMJD2E inh	Tau fibril FP	Tau fibril ThT	RECQ1 inh	L3MBTL1 inh	TexasRed fluor	GoLoco inh red	TRb SRC2 PPI
> N#Cc1ccccc1OCC(=O)Nc1c(C(=O)C2CC2)oc2ccccc12
  u	1%	1%	-2%	6%	0%	4%	-5%
> N#Cc1cnn(-c2ccccc2)c1N
  -5%	-4%	-2%	-4%	2%	0%	-10%	-6%
> Cc1sc(N2C(=O)C3C(C2=O)[C@H]2C=C[C@@H]3C2)c(C#N)c1C (stereo partly specified)
  0%	-5%	-17%	-8%	9%	0%	3%	2%

# Next entries follow.
# The line under a structure holds: JMJD2E inh	Tau fibril FP	Tau fibril ThT	RECQ1 inh	L3MBTL1 inh	TexasRed fluor	GoLoco inh red	TRb SRC2 PPI
> CCN(CCCNC(=O)c1cc2c(=O)n(C)c3ccccc3c2s1)Cc1ccccc1
  x	-8%	-6%	x	x	-2%	x	7%
> Cc1ccc(NC(=O)CCCc2nc(-c3ccco3)no2)cc1Cl
  x	-5%	-17%	x	x	-10%	x	-3%
> COc1ccc(NC(=O)CN2C(=O)CCn3nc(-c4cccn4C)cc32)cc1Cl
  x	8%	2%	x	x	-3%	x	4%
> C=C(C)C(=O)Nc1ccc(NC(C)C)cc1
  -7%	-2%	-12%	23%	x	0%	-7%	2%
> O=C(CNC(=O)c1cnccc1C(F)(F)F)c1cccc(Cl)c1
  -5%	0%	-7%	i	-1%	-1%	-5%	1%
> Cc1cccc(OCCCC(=O)Nc2nccs2)c1
  6%	5%	-15%	-3%	1%	1%	x	-14%
> O=C(c1ccc(OC2CCN(Cc3ccccn3)CC2)cc1)N1CCCC(O)C1 (stereo unspecified)
  3%	-2%	-9%	-6%	-4%	-1%	10%	-3%
> OCC1(CCOc2ccccc2)CCN(CCCn2cccn2)CC1
  0%	-2%	-5%	-6%	3%	-1%	6%	1%
> O=S(=O)(c1cccc(S(=O)(=O)N2CCC(Cc3ccccc3)CC2)c1)N1CCOCC1
  3%	-14%	-17%	-4%	-5%	2%	4%	-6%
> CS(=O)(=O)Nc1ccc(C(=O)N2CCCCC2)cc1
  6%	4%	-2%	i	4%	0%	1%	-16%
> COC(=O)C1CCN(CCCOc2ccc(CN3CCN(c4ccc([N+](=O)[O-])cc4)CC3)cc2)CC1
  -1%	2%	u	-8%	-28%	-5%	1%	-3%
> Cc1cccc(CCNS(=O)(=O)c2ccc(S(=O)(=O)N3CCCCC3)cc2)c1
  -9%	-7%	1%	-9%	x	-3%	-11%	-5%
